Screening data (PubChem BioAssay)
ERK EGF block: inhibitors of EGF-stimulated ERK signaling pathway; HEK293-V1b, EGF-stimulated phospho-ERK AlphaScreen; Potency, µM (series often up to 11.5 µM), for inactives: top-dose activity change, negative = inhibition, most hits filed as inhibitors; 130,000 tested, 0.41% active; AID 1454; active means well fitted inhibition curve with a large enough effect; inconclusive means small, poorly fitted or top-dose-only effect, or effect the other way;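 further: plate controls were stimulated vehicle wells for no effect and unstimulated vehicle basal for full effect; nearly all actives have a fitted effect of over 55% in size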
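In this qHTS, HEK293 cells with stable type-1 vasopressin (V1b) receptor were exposed to compound at 37C for 30 min, stimulated 5 min with EGF at 25 nM, lysed, and probed for phospho-ERK by AlphaScreen.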
The depositor's hits bear a star; ? = inconclusive; [ ] = another dose, or the depositor's remark. Potency means the concentration at half of the fitted maximal effect. This is a subset; rates above refer to the full screens.

SMILES	ERK EGF block
O=c1[nH]c2ccccc2nc1-c1ccc(Cl)cc1	-8%[57.5 µM]
C[C@@]12CCC(=O)C[C@@H]1CC(=O)[C@H]1[C@H]3CCC[C@]3(C)C(=O)C[C@@H]12 (tested in a mixture with another compound)	20%[25.7 µM]
NNC(=O)C(=O)/C=C1\NC2(CCCC2)Cc2ccccc21	4%[57.5 µM]
CCOC(=O)C1CCCN(C2CCN(Cc3nc(-c4ccccc4)no3)CC2)C1 (stereo not drawn)	-10%[57.5 µM]
Fc1ccc(NC(=S)Nc2ccc3nccnc3c2)cc1	-5%
COc1cccc(/C=C/C(=O)NNC(=O)CCN2CCN(Cc3ccccc3)CC2)c1	-25%[57.5 µM]
CC(C)c1ccc(CNC(=O)C(=O)Nc2nccs2)cc1	2%
NC(=O)c1nnn(-c2ccc([N+](=O)[O-])cc2)c1-c1ccccc1	-7%[57.5 µM]
O=C(c1cc(C(F)(F)F)cc(C(F)(F)F)c1)N1CCC2(CC1)CN(c1ncccn1)C2	7%
O=[N+]([O-])c1ccc2nc(NCCCO)nc(-c3ccccc3)c2c1	8%
Cc1onc(-c2ccccc2)c1C(=O)N1CCN(c2ncccn2)CC1	4%
CCOC(=O)CNC(=O)CSc1nnc(-c2c[nH]c3ccccc23)n1CC	-4%[57.5 µM]
CCCCNC(=O)c1cc(C)no1	-19%
Cc1ccc(CNS(=O)(=O)NCc2cccs2)cc1	-2%
Cc1ccc(NC(=O)COc2ccc(CCO)cc2-n2nc3ccccc3n2)cc1C	-5%
CC(C)(C)NC(=O)NC(=O)COC(=O)CNC(=O)c1cc(Cl)cc([N+](=O)[O-])c1	-4%
O=C(N/N=C/c1cc2c(cc1[N+](=O)[O-])OCO2)c1cccnc1	-2%[57.5 µM]
NC(=S)Nc1ccc(Cl)cc1Cl	5%[57.5 µM]
O=C(Cc1ccc(-c2ccccc2)cc1)NNC(=S)NCc1ccco1	11%
Cc1ccc(C(=O)N/N=C\c2cc(Br)c(Br)o2)cn1	-10%[57.5 µM]
Cc1ccn2c(C(=O)NN=C3CCN(C)CC3)c(C)nc2c1	8%
CCOC(=O)c1cc(C)n(-c2ccccc2)c1C	-9%[57.5 µM]
COc1cc(C(=O)c2ccccc2)c([N+](=O)[O-])cc1OC	-10%[57.5 µM]
C#CCSc1nnc(-c2ccc(C)cc2)o1	4%
COc1cc(/C=c2\sc3nc(=O)c(-c4ccccc4)nn3c2=O)ccc1OCCC(C)C	1%
Cc1ccc(C)n1NC(=O)c1ccccc1[N+](=O)[O-]	-11%
Cc1c(C2C(C#N)=C(N)N(c3ccccc3C#N)C3=C2C(=O)CCC3)cnn1C (stereo not drawn)	-1%
N[C@H](Cn1ccc(=O)c(O)c1)C(=O)O	0%
CCCCCC(=O)Nc1cccc(C2=NOC3(C2)C[C@@H](C(N)=O)N(C(=O)c2ccc(OC)cc2)C3)c1 (stereo partly drawn)	6%[57.5 µM]
CCCCCC(=O)N/N=C(\C)c1ccc(N2CCCCC2)cc1	7%
CC(C)OP(=O)(OC(C)C)C(Nc1ccc([N+](=O)[O-])cc1)c1cccc([N+](=O)[O-])c1 (stereo not drawn)	-13%[57.5 µM]
O=C(COc1ncnc2ccccc12)Nc1ccc(Cl)c(S(=O)(=O)N2CCOCC2)c1	-8%[57.5 µM]
CC1=NN(c2nc(-c3ccccc3)cs2)C(=O)C1N=Nc1ccccc1 (stereo not drawn)	?
Cc1nnc(-c2ccccc2)nc1N(C)C	-9%
COc1ccccc1NC(=S)N=Nc1c(O)[nH]c2ccc(Br)cc12	1%[57.5 µM]
CC(C)(O)C(=O)NNC(=S)Nc1cccc(C(F)(F)F)c1	-16%

4 of these compounds, set out differently.
N[C@H](Cn1ccc(=O)c(O)c1)C(=O)O
  ERK EGF block: 0%
Cc1ccc(C)n1NC(=O)c1ccccc1[N+](=O)[O-]
  ERK EGF block: -11%
COc1ccccc1NC(=S)N=Nc1c(O)[nH]c2ccc(Br)cc12
  ERK EGF block: 1%[57.5 µM]
CC(C)(O)C(=O)NNC(=S)Nc1cccc(C(F)(F)F)c1
  ERK EGF block: -16%

Continued:
SMILES	ERK EGF block
CCn1ncc(CNC(=O)C2(C)CC2(Br)Br)c1C (stereo not drawn)	0%
N#CCCN(C(=O)COC(=O)C1CCN(S(=O)(=O)c2cccs2)CC1)c1ccccc1	-3%[57.5 µM]
CN(C)c1nc(=Nc2cccc(Cl)c2)ss1	-3%[57.5 µM]
O=C(c1ccncc1)N1CCC[C@@]2(CCN(c3ccccn3)C2)C1	-4%
CCOC(=O)N1CCN(C(=O)CNC(=O)Cn2cnc3ccccc3c2=O)CC1	-13%
Cc1cc(C(=O)NCC(=O)OCC(=O)NCCc2ccccc2)ccc1[N+](=O)[O-]	-9%
O=C(O)CN=C1NC2(CCCCC2)Cc2ccccc21	-1%
Cc1nc(N2CCOCC2)c2c(C)c(C(=O)Nc3ccc(C(F)(F)F)cc3)sc2n1	?
COc1ccc(OC)c(NC(=O)c2ccc(Cl)cc2)c1	-3%
NC(=S)NC(=O)c1ccccc1	-9%[57.5 µM]
COc1c(Cl)cc(-c2noc(C)c2C(=O)NCc2ccc3c(c2)OCO3)cc1Cl	0%
N/C(=N\OC(=O)CCn1cccc(C(F)(F)F)c1=O)c1ccc(Cl)cc1	-6%[57.5 µM]
O=C(CCCCCNC(=O)c1ccccc1)N/N=C/c1ccco1	4%
O=C(CN1CCN(C(c2ccccc2)c2ccccc2)CC1)N1CCN(c2ccccc2)CC1	-1%[57.5 µM]
CCC(C)c1ccc(C2C3=C(Nc4nc(N)[nH]c(=O)c42)c2ccccc2C3=O)cc1 (stereo not drawn)	0%[57.5 µM]
COc1ccc(CN(CC2CCCO2)C(=O)CN2C(=O)COc3ccccc32)cc1OC (stereo not drawn)	2%
Cc1cc(C)n(-c2nnc(C)n2/N=C/c2ccc(O)cc2)n1	-12%
C#CCn1c(-c2cccs2)nc2ccccc21	6%
CS(=O)(=O)N(CC(=O)Nc1cccc([N+](=O)[O-])c1)c1ccccc1	9%
O=C(CCC(=O)N(CC(=O)NC1CCCCC1)Cc1cccs1)Nc1nccs1	-7%[57.5 µM]
COc1ccc(C(=O)Nc2ccc(C)c(S(=O)(=O)N3CCCCCC3)c2)cc1	-1%[57.5 µM]
C=CCN1c2ccccc2[C@]23C[C@@H](C(=O)OC)N(C(=O)C4CCC4)C2=NC(C(=O)OC)=C(C(=O)OC)[C@H]13	-1%[57.5 µM]
COc1ccc(OC)c(N=C(N)N=C(N)N)c1	8%
NC(=O)[C@@H]1CC2(CC(c3cccc(NC(=O)[C@H]4CCC(=O)N4)c3)=NO2)CN1C(=O)c1ccc(Cl)cc1 (stereo partly drawn)	-12%[57.5 µM]
CC(C)(C)CC(C)(C)NC(=O)c1ccccc1	-8%
O=S(=O)(NCCN1CCOCC1)c1cccs1	-2%
COc1cccc(/C=N/NC(=O)CSc2ccccc2C)c1OC	1%
O=C(Cn1nc(-c2ccccc2)ccc1=O)Nc1ccc(NC(=O)c2ccccn2)cc1	7%
COc1ccc(C(=O)n2c(C)c(CCO)c(=O)n2C)cc1	-1%
CCCCCCn1c(=O)c(Cc2ccccc2)c(O)c2ccccc21	1%
Cc1cc2nc(SCCOC(=O)Nc3ccccc3)nc(C)c2cc1C	6%
CCN=C1SC(C(=O)Nc2ccc(OCC)cc2)CC(=O)N1CC (stereo not drawn)	-5%
CC(C)c1cccc(C(C)C)c1NC(=O)CNCc1ccccc1F	6%
CN(C)/C=N/c1nc2nccc(-c3cccs3)n2n1	?
COc1ccc(C(C)(C)C)cc1NC(=O)COC(=O)c1ccc([N+](=O)[O-])o1	9%
COc1ccc(C(=O)N2N=C3CC(C)(C)OCC3C2c2ccccc2)cc1 (stereo not drawn)	-1%
O=C1CC(Sc2nnnn2C2CCCCC2)C(=O)N1c1ccccc1 (stereo not drawn)	0%
COc1cccc(CN(C)CC(=O)Nc2ccccc2N2CCOCC2)c1OC	23%
C=CCc1cc(C)ccc1OCCOCCn1ccnc1	-14%
O=c1nc(Nc2ccc(Br)cc2)sc2ccc([N+](=O)[O-])cc12	-13%[57.5 µM]
Cc1ccc(C)c2[nH]c(=O)c(CN(Cc3cccnc3)C(=S)NCc3ccco3)cc12	1%[57.5 µM]
O=C(CCCc1nc2ccccc2s1)NCc1ccccc1	2%
COc1cc(SC)ccc1C(=O)NCCN1CCOCC1	-1%[57.5 µM]
CCOC(=O)c1sc2nc(C)nc(SCC(N)=O)c2c1C	3%
CC(=O)c1ccc(NC(=O)C(C)OC(=O)c2ccc3c(c2)nc(C)n3-c2ccccc2)cc1 (stereo not drawn)	-3%
CCOC(=O)/C(=C\C=C\N1CCOCC1)C(C)=O	-9%
Cc1ccc2c(N)c(C(=O)c3ccccc3)sc2n1	2%[57.5 µM]
Cc1cc2[nH]c(=S)[nH]c2cc1C	9%

3 compounds out of the list above, arranged by their value in ERK EGF block, high to low.
SMILES	ERK EGF block
COc1cccc(CN(C)CC(=O)Nc2ccccc2N2CCOCC2)c1OC	23%
CCOC(=O)/C(=C\C=C\N1CCOCC1)C(C)=O	-9%
C=CCc1cc(C)ccc1OCCOCCn1ccnc1	-14%

(next part)
SMILES	ERK EGF block
COc1ccccc1Nc1n[nH]c(=S)s1	-4%
COc1ccccc1NC(=O)c1cc(C)nc2ccccc12	6%
CCn1c(CNS(=O)(=O)c2ccc(Cl)cc2)n[nH]c1=S	-7%
Cc1nc2cc(-c3ccc(Cl)cc3)nn2c(C)c1CCC(=O)NC(C)c1ccc2c(c1)OCCO2 (stereo not drawn)	-5%
Cn1c2ccccc2c(=O)c2c(=O)n(C3CCCCCC3)c(C3CCCCC3)nc21	?
COc1ccc(NS(=O)(=O)/C=C/c2ccccc2)cc1	2%
CS(=O)(=O)c1sc(C(=O)NC(=S)Nc2ccc(OC(F)(F)F)cc2)c2c1C=CCC2	-21%[57.5 µM]
O=C(CSc1ncn[nH]1)NCc1ccc2c(c1)OCO2	-1%
CCOC(=O)N/N=C/c1ccc(OCCSc2ccc(Cl)cc2)c(OCC)c1	-1%
O=C(NCC(O)CO)c1ccc2[nH]c3ccccc3c2c1 (stereo not drawn)	10%
N#Cc1cnn2ccc(-c3cc(N4CCOCC4)ccc3[N+](=O)[O-])nc12	19%
Cc1ccc2nc(-c3ccc(NC(=O)COC(=O)c4ccc(Br)o4)cc3)sc2c1	6%
CC(C)CCOCC(=O)Nc1cccc(C(=O)O)c1	-19%[57.5 µM]
OCCCNc1nc(-c2ccc(Cl)cc2)nnc1-c1ccc(Br)cc1	-2%
O=C(CSc1ccc(F)cc1)Nc1ccccc1Br	8%
Cc1ccc(-n2cc(CNCCN3CCOC3=O)c(-c3cccc(C)c3)n2)cc1	-20%
CCCCCCCCC(=O)NCCOc1ccc(OC)cc1	-12%
Cc1ccccc1C1CCCN(Cc2nc(C3CC3)no2)C1 (stereo not drawn)	-15%[57.5 µM]
NC(=O)COC(=O)CSc1ccc2ccccc2c1	5%
O=C(CSc1cccc[n+]1[O-])NC1CCCCCCC1	-11%
CCN(CCO)Cc1cc(=O)oc2cc3c(cc12)CCC3	-3%
CN(CCCNC(=O)CSc1cc(=O)n(C)c2cc(Cl)ccc12)Cc1ccccc1	-8%
CC(C)(C)Nc1nc(SCC(=O)Nc2ccccc2)nc(N2CCOCC2)n1	-5%
Fc1ccc(/C=N/NC(=S)Nc2ccc(Cl)cc2Cl)cc1	-1%[57.5 µM]
O=c1nc2n(c3ccc([N+](=O)[O-])cc13)CCCCC2	-2%
Cc1ccc(SCCN)cc1C	-4%
CCCCC(=O)NCc1ccc(F)cc1	2%
CC1OC(Nc2ccc(N=Nc3ccccc3)cc2)C(O)C(O)C1O (stereo not drawn)	?
COc1ccc(-c2cc(=Nc3ccc(C)cc3)c3ccccc3o2)cc1	?
COc1cc(C(=O)OCC(C)=O)c([N+](=O)[O-])cc1OC	-7%
Nc1c(C(=O)N/N=C/c2cccnc2)cnn1-c1ccccc1	-8%
Cc1ccc(S(=O)(=O)N(NC2=NS(=O)(=O)c3ccccc32)C(=O)c2ccccc2)cc1	-9%
COc1ccc(NC(=O)COC(C)=O)cc1Cl	-9%
Cc1ccc(C(=O)/C=C/c2ccc(F)cc2)o1	10%
COc1cc(C2NC(=S)NC(O)(C(F)(F)F)C2C(=O)c2cccs2)cc(OC)c1O (stereo not drawn)	-3%
CCc1ccc(Nc2cc(C)nc3nc(C)nn23)cc1	-5%

An excerpt from above in order of count of non-hydrogen atoms, lowest first:
SMILES	ERK EGF block
CC1OC(Nc2ccc(N=Nc3ccccc3)cc2)C(O)C(O)C1O (stereo not drawn)	?
COc1ccc(-c2cc(=Nc3ccc(C)cc3)c3ccccc3o2)cc1	?
Cc1ccc(S(=O)(=O)N(NC2=NS(=O)(=O)c3ccccc32)C(=O)c2ccccc2)cc1	-9%

(listing goes on)
SMILES	ERK EGF block
COc1ccc(N(CC(=O)NCC(C)C)S(=O)(=O)c2ccccc2)cc1	3%
O=C1N[C@@H](Cc2c[nH]c3ccccc23)C(=O)N[C@H]1Cc1c[nH]c2ccccc12	-10%
Cn1nc2c(c1C(=O)O)CCCC2	-4%
O=C(CCCn1cnc([N+](=O)[O-])n1)Nc1cccc2ccccc12	3%
CCCCn1cc([N+](=O)[O-])nc1C	4%[57.5 µM]
CC/C=C\C/C=C\C/C=C\C/C=C\C/C=C\CCCCCC(=O)O	5%
O=C(Nc1nnc(-c2ccncc2)s1)Nc1ccccc1F	-6%
COC(c1ccccc1)c1nnc(CCC(=O)NCCC(C)C)o1 (stereo not drawn)	3%
Cn1c(=O)c(/C=C/c2ccccc2)nc2ccccc21	?
Oc1c(C(c2ccccc2)N2CCc3ccccc3C2)sc2ncnn12 (stereo not drawn)	7%
Nc1n[nH]c(=S)n1/N=C1/C(=O)Nc2ccccc21	2%
Oc1ccc2c(c1-c1c(O)c(Br)cc3c1CCCC3)CCCC2	-8%
CC(NC(=O)Cc1cccc(C(F)(F)F)c1)c1ccc(F)cc1 (stereo not drawn)	29%
